Salmonella PhoP GFP = inhibitors of PhoP regulon expression, primary screen, Salmonella Typhimurium, GFP reporter (AID 1863); S. Typhimurium PhoP-regulated promoter GFP reporter, 4 h; higher % means a stronger effect; one-dose inhibition, % at 50 µM; IC50 in µM for titrated hits; 300,000 tested, 0.16% active;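 active means inhibition over 29.93%, a cutoff 3 SD above the screen mean, later confirmed by dose response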;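 further: 0% = low Mg2+ inducing control and 100% = high Mg2+ repressing control; strong numbers were not always called active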
PMI inhibition = human PMI inhibitors, high substrate, primary screen, biochemical, fluorescence intensity, high mannose 6-phosphate (AID 1220); inhibition, % at 20 µM; hits with a dose series show IC50 in µM; 190,000 tested, 0.66% active; recombinant PMI enzyme, coupled fluorescence intensity; higher % means a stronger effect; Mannose-6-phosphate isomerase (Homo sapiens); in the data active means inhibition above about 50%
XIAP displacement = XIAP antagonists, biochemical, IAP family, fluorescence polarization (AID 1018); E3 ubiquitin-protein ligase XIAP (Homo sapiens); XIAP BIR domain, fluorescence polarization peptide displacement; higher % means a stronger effect; displacement, % at 20 µM, or IC50 in µM where a hit was titrated; 200,000 tested, 0.007% active; in the data active means displacement above about 50%; further: a part of the inactive calls stands beside numbers as strong as those of hits
SIAH1 antagonists = Siah-1 peptide-binding antagonists, primary screen, biochemical, fluorescence polarization, rhodamine-plectin, uHTS (AID 1817). E3 ubiquitin-protein ligase SIAH1 (Homo sapiens). Siah-1 / rhodamine-plectin peptide fluorescence polarization; higher % means a stronger effect. displacement, % at 20 µM; hits with a dose series show IC50 in µM. 290,000 tested, 0.02% active;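 active means displacement of at least 50% at 20 µM, with a fluorescence ratio check between 0.3 and a set limit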;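 further: plate controls were Siah plus tracer with DMSO for no effect and tracer alone without Siah for full effect; strong numbers were not always called active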
West Nile antiviral = West Nile virus antiviral activity, cell-based, CPE readout (AID 1621); West Nile virus-infected cells, CPE inhibition; higher % means a stronger effect; CPE inhibition, % at 10 µM, or IC50 in µM where a hit was titrated; 290,000 tested, 0.02% active; in the data active means a potency from the dose series; further: strong numbers were not always called active
P. falciparum M17LAP = P. falciparum M17LAP inhibitors, primary screen, biochemical, fluorogenic H-Leu-NHMec substrate, 1536-well (AID 1619); recombinant M17LAP, H-Leu-NHMec fluorogenic kinetic assay; higher % means a stronger effect; 220,000 tested, 0.38% active; inhibition, % at 30 µM; hits with a dose series show IC50 in µM;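 active means compound inhibiting the enzyme by more than half at any dose during confirmatory dose-response retesting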;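 further: plate controls were full reaction with DMSO carrier for no effect and no enzyme background for full effect; strong numbers were not always called active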
CSM14.1 death rescue = rescue of cells from ER stress-induced death, primary screen, 384-well, CSM14.1, thapsigargin, ATP luminescence (AID 1222). cellular ATP content (survival), % at 20 µM, or EC50 in µM where a hit was titrated. CSM14.1 thapsigargin-induced death rescue, ATP luminescence; higher % means a stronger effect. 190,000 tested, under 10 active;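 active means EC50 below 50 µM in the dose-response confirmation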;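 further: death triggered by thapsigargin at about 15 µM added after 2 h compound pretreatment; cell ATP read after overnight thapsigargin exposure of roughly 18 to 22 hours; normalized against plate controls of thapsigargin alone and 5% DMSO vehicle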
M1AAP inhibition = P. falciparum M1AAP inhibitors, biochemical, fluorogenic H-Leu-NHMec substrate, 1536-well (AID 1445); Aminopeptidase N (Plasmodium falciparum (isolate 3D7)); recombinant M1AAP, H-Leu-NHMec fluorogenic kinetic assay; higher % means a stronger effect; inhibition, % at 30 µM; hits with a dose series show IC50 in µM; 220,000 tested, 0.42% active;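 active means primary inhibition above the hit cutoff, then over 50% inhibition at one or more dose response concentrations, cut at about 23% in these data, passing the limit was not always enough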;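 further: plate controls were DMSO full reaction for no effect and no enzyme background for full effect; strong numbers were not always called active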
Yfh1-depleted yeast = enhancers of respiration in Yfh1-depleted yeast, dose response, Friedreich's ataxia, plus single-dose screen (AID 1465); 220,000 tested, 0.074% active; S. cerevisiae Yfh1-off respiration, WST-1 reduction, 72 h; higher fold induction means a stronger effect; fold induction at 50 µM, or EC50 in µM where a hit was titrated;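 active means fold induction of absorbance versus untreated yeast above a set limit, then at least 30% activation at any dose in follow-up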;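 further: activators that raise dye reduction in frataxin-depleted yeast; strong numbers were not always called active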
* hit, by the source's call; i = inactive; nt = not tested or not shown.

SMILES | Salmonella PhoP GFP | PMI inhibition | XIAP displacement | SIAH1 antagonists | West Nile antiviral | P. falciparum M17LAP | CSM14.1 death rescue | M1AAP inhibition | Yfh1-depleted yeast
CCCC(=O)Nc1ccccc1-c1nnn(CC(=O)Nc2ccc(OC)cc2)n1 | -12% | 14% | -4.0% | 1% | -0.6% | -2% | nt | 4% | i
CC(NC(=O)Cc1ccsc1)c1ccc(S(N)(=O)=O)cc1 (stereo unspecified) | -14% | -19% | -7.8% | -1% | 0.5% | 7% | -2.0% | 1% | nt
CCOC(=O)c1ccccc1NS(=O)(=O)c1ccc(OCC)cc1 | 24% | 1% | -0.9% | -1% | 0.7% | -10% | -1.2% | 7% | i
COC(=O)c1sccc1NC(=O)C1CC=CCC1C(=O)O (stereo unspecified) | -10% | 4% | 0.4% | -4% | 0.5% | 36% | 0.1% | 10% | i
CCOc1ccc(C(=O)Nc2ccc(N3CCN(S(C)(=O)=O)CC3)cc2)cc1[N+](=O)[O-] | 1% | -10% | -1.2% | 7% | 0.2% | 4% | -0.3% | -4% | i
C#CCNC(=O)c1cc2sccc2n1C | 8% | -5% | -6.0% | 0% | 0.0% | 0% | -0.3% | -1% | i
S=C(Nc1ccccc1)N1CCN(Cc2ccccc2)CC1 | -3% | nt | nt | -2% | 0.4% | 14% | nt | 1% | i
COC(=O)Cc1c(O)ccn(CCc2c[nH]c3ccc(OC)cc23)c1=O | 4% | 1% | -5.9% | -3% | 0.1% | -3% | 1.3% | 6% | i
CN1C(=O)C(O)(c2sc(N)nc2-c2ccccc2)c2ccccc21 (stereo unspecified) | 9% | 8% | -8.1% | 5% | 0.4% | -3% | 0.4% | 3% | i
CC(C)(C)c1ccc(NC(=O)Cn2cnc3cc([N+](=O)[O-])ccc3c2=O)cc1 | -2% | 13% | -3.1% | 7% | -0.9% | 15% | -0.3% | -3% | i
CCc1cccc(NC(=O)c2ccc(Cn3nc(C)cc3C)o2)c1 | 7% | 0% | 3.7% | 2% | -0.8% | -27% | 0.2% | 4% | i
COc1ccc(CNS(=O)(=O)c2ccccc2Br)cc1 | 3% | nt | nt | 10% | -0.1% | 12% | nt | 4% | i
CCCCc1cc(=O)oc2cc(OCc3nn[nH]n3)c(Cl)cc12 | 20% | -9% | -8.7% | -2% | 0.0% | -3% | -3.0% | 6% | i
CCOc1cc(/C=N/NC(=O)COc2ccc(C)cc2)ccc1OC(=O)c1cccs1 | 5% | 9% | 1.1% | 0% | -0.3% | 10% | 16% | 9% | i
CC(C)CCn1cnc2c([nH]c3cccc(Cl)c32)c1=O | 9% | 7% | -3.5% | 3% | -0.1% | 21% | -0.1% | 3% | i
COc1ccc2c(c1)C(SCC(=O)NCCc1ccc(Cl)cc1)CC(C)(C)O2 (stereo unspecified) | 7% | -3% | -4.7% | 3% | nt | 1% | -0.9% | 3% | nt
Cc1cc(C)n2nc(SCC(=O)N(C(C)C)C(C)C)nc2n1 | 2% | -2% | 0.6% | -6% | -0.3% | -6% | 1.3% | 1% | i
C/C(=N\NC(=O)c1cccnc1)c1cc2ccccc2o1 | -2% | 8% | -9.2% | -3% | 0.4% | 9% | nt | 12% | i
CCO[C@@H]1OC(C(=O)NC2CC2)=C[C@H](C)[C@H]1CCCO | -1% | nt | nt | 0% | -0.1% | -3% | nt | -6% | i
CC(NC(=O)c1csc2ccccc12)C1CCCO1 (stereo unspecified) | 4% | 2% | -6.0% | 0% | -0.4% | 2% | nt | 8% | i
COc1ccc(-n2c(C(C)(C)C)csc2=Nc2c(C)n(C)n(-c3ccccc3)c2=O)cc1 | -5% | 6% | -9.4% | -2% | -0.1% | 8% | -0.6% | 3% | i
CSc1ccc(/C=N/NC(=O)c2cccc(O)c2)cc1 | -4% | 1% | -3.3% | 1% | 0.5% | -15% | -2.3% | 12% | i
CC(C)NC(=O)/C(=C/c1cn(-c2ccccc2)nc1-c1cccc([N+](=O)[O-])c1)NC(=O)c1ccccc1 | -7% | 6% | -0.7% | 2% | -0.5% | -12% | -2.1% | -1% | i
COc1cc(OC)c(/C=N/NC(=O)c2ccc(NC(C)=O)cc2)cc1Br | 5% | 7% | -2.0% | 7% | 1.6% | -6% | -0.7% | 8% | i
CCOC(=O)C1=C(O)/C(=C/c2ccc(OCC(=O)O)c(OCC)c2)SC1=Nc1ccccc1 | 3% | -5% | -1.7% | 8% | 0.4% | 44% | -1.0% | 60µM* | i
O=C(CO/N=C/c1ccccc1OC(F)F)NC1CCCC1 | 5% | -9% | -3.0% | 4% | -0.1% | -1% | -0.7% | -4% | i
CCn1c(CCCNC(=O)c2cccs2)nc2ccccc21 | -2% | 6% | -2.7% | 11% | -0.3% | 1% | -0.3% | -3% | i
O=C(CN1CCc2ccccc21)NC(=O)NCc1ccco1 | 15% | -4% | -3.0% | -3% | -0.2% | 8% | 2.2% | 10% | i
O=C(NC1CCCCCC1)c1c2c(nc3ccccc13)CCN(Cc1ccccc1)C2 | 5% | 1% | -1.4% | 0% | -1.1% | -4% | 14% | 0% | i
Cc1cc(O)c(C=Nc2ccc(Cl)cn2)c(=O)o1 | 5% | -61% | -6.5% | -5% | 1.1% | -11% | -1.4% | -1% | i
CCCOc1ccc(CC(=O)NCC2(c3ccccc3)CCOCC2)cc1OC | -4% | -2% | -5.5% | 2% | -1.6% | 5% | 2.4% | -1% | i
CCN(CC)CCOC(=O)c1ccc(N/C=C(/C#N)c2nc(-c3cccc(OC)c3)cs2)cc1 | 0% | nt | nt | -5% | 1.8% | 5% | nt | 1% | i
Cc1cc(NC(=O)C2CCCCC2)ccc1NC(=O)c1ccccc1Cl | -1% | -4% | -4.5% | 0% | -0.6% | 22% | 0.1% | 5% | i
O=C(CN(c1ccccc1)S(=O)(=O)c1ccccc1)N1CCN(Cc2ccc3c(c2)OCO3)CC1 | 1% | 7% | -2.1% | 2% | -0.5% | 0% | nt | 22% | i
CN(C)C(=O)C(=O)c1cccn1-c1cccc(Cl)c1C#N | 6% | 17% | -2.1% | -7% | 0.3% | -2% | 1.5% | 12% | i
CCOC(=O)c1cc(N)cc([N+](=O)[O-])c1 | 5% | -6% | -0.6% | -3% | 0.6% | -3% | -1.4% | 1% | i
CC(=O)Nc1cc2ccccc2oc1=O | -4% | 7% | -4.2% | 6% | 0.0% | -1% | 0.8% | 0% | i
O=C(CCSc1ccccc1)Nc1ccccc1Br | 2% | 8% | 0.4% | 3% | 0.4% | 7% | 1.1% | -1% | i
O=C(NC(Cc1c[nH]c2ccccc12)C(=O)N1CCOCC1)c1cccs1 (stereo unspecified) | -3% | -2% | -12% | -5% | -0.7% | 10% | 1.0% | 2% | i
Cn1c2ccccc2c(=O)c2c(=O)n(Cc3ccco3)c(-c3ccc(C(C)(C)C)cc3)nc21 | -5% | nt | nt | 25% | 0.1% | 3% | nt | 3% | i
Cc1ccc2sc(C)[n+](CCCS(=O)(=O)[O-])c2c1 | -7% | 1% | -5.5% | 2% | 0.1% | -8% | -11% | 4% | i
Cc1ccc(NC(=O)CS(=O)CC(=O)N(C2CCCC2)C(C)C(=O)NC2CCCCC2)cc1 (stereo unspecified) | -3% | -10% | -6.6% | 0% | -0.8% | 7% | -0.2% | 6% | i
CC1(CCc2ccccc2)NC(=O)N(CC(=O)N2CC(=O)Nc3ccccc32)C1=O (stereo unspecified) | -1% | nt | nt | -2% | 0.0% | 1% | nt | 4% | i
COc1cc(C(=O)NCC(=O)N/N=C/c2ccccn2)cc(OC)c1OC | -4% | 0% | 0.8% | 1% | 0.1% | 8% | -1.9% | 1% | i
CC1(c2nnc(-c3ccccc3)o2)CC(c2ccncc2)=NO1 (stereo unspecified) | -2% | nt | nt | 4% | 0.9% | 16% | nt | 7% | i
C=CCC1NCCc2c(Br)cccc21 (stereo unspecified) | 11% | -6% | 0.7% | 5% | -0.3% | -6% | -2.4% | 0% | i
CCN(C(=O)COc1cc(=O)n(CC)c2ccccc12)c1cccc(Cl)c1 | 30% | -4% | 0.3% | -3% | 0.2% | 4% | nt | 0% | i
CCOc1ccc(N(CC)S(=O)(=O)c2ccc3c(c2)oc(=O)n3C)cc1 | 2% | 2% | -5.4% | 2% | -0.8% | 4% | -1.9% | 2% | i
CC(C)[C@H](NS(=O)(=O)c1ccccc1)C(=O)OCC(=O)N1N=C(c2ccc(Cl)cc2)CC1c1ccco1 (stereo partly specified) | -7% | 14% | -1.6% | -2% | -1.8% | -5% | -1.7% | 7% | i
c1csc(-c2nnc(Cc3cccc4ccccc34)o2)c1 | 2% | 5% | -2.1% | -1% | 0.2% | -7% | 0.8% | -5% | i
COc1ccc(OC)c(S(=O)(=O)Nc2ccccc2F)c1 | 10% | 1% | -3.2% | 1% | -0.2% | -8% | 0.1% | 0% | i
CN(C)S(=O)(=O)c1ccc(Cl)c(NC(=O)COC(=O)/C=C/c2ccc(S(=O)(=O)N3CCOCC3)cc2)c1 | 3% | 1% | -5.3% | 24% | -0.2% | -1% | 0.6% | 4% | i
CCn1ccnc1CNCc1cn(-c2cc(C)ccc2C)nc1-c1ccccc1 | -4% | nt | -4.5% | -7% | -1.6% | 10% | 0.3% | -12% | i
Cc1c(C(=O)NCC2COc3ccccc3O2)oc2ccc(S(=O)(=O)N3CCOCC3)cc12 (stereo unspecified) | 8% | 10% | -6.1% | -3% | nt | -7% | 2.3% | 0% | nt
CCC(C)[C@H](NC(=O)NC(C)C)C(=O)O (stereo partly specified) | 1% | -8% | -7.4% | 4% | 0.0% | -11% | -0.7% | 0% | i
COc1ccc(OC)c(S(=O)(=O)N(C)CC(=O)Nc2ccc3c(c2)OCCO3)c1 | 7% | 8% | 2.5% | 8% | -0.1% | -8% | -1.6% | -4% | i

Record cards, from the list above.
`Cc1cc(O)c(C=Nc2ccc(Cl)cn2)c(=O)o1` across the screens: Salmonella PhoP GFP = 5%; PMI inhibition = -61%; XIAP displacement = -6.5%; SIAH1 antagonists = -5%; West Nile antiviral = 1.1%; P. falciparum M17LAP = -11%; CSM14.1 death rescue = -1.4%; M1AAP inhibition = -1%; Yfh1-depleted yeast = i
`COC(=O)Cc1c(O)ccn(CCc2c[nH]c3ccc(OC)cc23)c1=O` across the screens: Salmonella PhoP GFP = 4%; PMI inhibition = 1%; XIAP displacement = -5.9%; SIAH1 antagonists = -3%; West Nile antiviral = 0.1%; P. falciparum M17LAP = -3%; CSM14.1 death rescue = 1.3%; M1AAP inhibition = 6%; Yfh1-depleted yeast = i

Assay outcomes: PubChem, several laboratories
